Screening data (PubChem)
PI4K2A block: qHTS for small molecular inhibitors of PI4K2A. 420,000 compounds, 0.13% hits. purified PI4K2A, ADP-Glo luminescence, 1 h; stronger effect = lower value. AID 1346378, 2018. activity change, negative = inhibition, % at 76.9 µM; in the data active = activity change below about -50%; inconclusive = mostly about -30% to -49%;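 also: -100% = wells without enzyme as full effect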
Target sequence (Q9BTU6 whole entry, looked up): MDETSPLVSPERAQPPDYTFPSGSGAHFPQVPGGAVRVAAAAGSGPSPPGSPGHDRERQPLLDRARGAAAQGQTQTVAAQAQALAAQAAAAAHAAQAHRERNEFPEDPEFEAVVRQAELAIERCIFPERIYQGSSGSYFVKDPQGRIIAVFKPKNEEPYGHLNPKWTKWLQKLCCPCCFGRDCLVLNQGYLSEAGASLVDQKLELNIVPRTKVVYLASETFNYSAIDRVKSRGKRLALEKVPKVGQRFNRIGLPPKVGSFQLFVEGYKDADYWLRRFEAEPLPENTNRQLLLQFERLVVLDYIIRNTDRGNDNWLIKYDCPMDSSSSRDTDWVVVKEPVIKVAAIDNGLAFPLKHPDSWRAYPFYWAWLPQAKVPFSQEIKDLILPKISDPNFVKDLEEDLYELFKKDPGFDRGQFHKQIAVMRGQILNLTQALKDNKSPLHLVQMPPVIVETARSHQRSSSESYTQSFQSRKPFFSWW
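Compounds are screened against recombinant PI4K2A using PI as substrate and ATP, the latter dispensed at 300 microM. Reactions run one hour at ambient temperature before ADP-Glo detection; full inhibition defined by wells lacking enzyme.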
IDH1 R132H inh: qHTS for Inhibitors of mutant isocitrate dehydrogenase 1 (IDH1): qHTS. Potency, µM (doses to about 76.6 µM), inactives show top-dose activity change, negative = inhibition, actives largely listed as inhibitors. Isocitrate dehydrogenase [NADP] cytoplasmic (Homo sapiens), O75874. IDH1-R132H enzyme, NADPH consumption, diaphorase/resazurin fluorescence. 390,000 compounds, 0.093% hits; also: potency is read from the fitted curve at half-maximal effect; % is scaled to controls: 0 for no effect and ±100 for the full control effect; nearly all actives have a fitted effect of over 65% in size
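IDH1-R132H (0.5 ug/mL dispensed) in pH 7.5 Tris buffer was preincubated 30 min with compound, then given a substrate mix of 0.016 mM NADPH and 2 mM alpha-KG for 80 min at room temperature; remaining NADPH was read by diaphorase/resazurin fluorescence.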
Vif-APOBEC3G blk: qHTS for Inhibitors of Vif-A3G Interactions: qHTS | DNA dC->dU-editing enzyme APOBEC-3G (Homo sapiens), Q9HC16 | HeLa A3G-eYFP + Vif (tagged APOBEC3G with the HIV-1 protein that degrades it), YFP fluorescence, overnight | Potency, µM (highest dose often 46.1 µM), for inactives: at the top dose activity, negative = active, usual class: inhibitors | 410,000 compounds, 0.076% hits;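 also: potency is read from the fitted curve at half-maximal effect; % is scaled to controls: 0 for no effect and ±100 for the full control effect; nearly all actives have a fitted effect of over 60% in size; hits raise eYFP signal because A3G escapes Vif-driven loss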
Target sequence (Q9HC16 whole entry, looked up): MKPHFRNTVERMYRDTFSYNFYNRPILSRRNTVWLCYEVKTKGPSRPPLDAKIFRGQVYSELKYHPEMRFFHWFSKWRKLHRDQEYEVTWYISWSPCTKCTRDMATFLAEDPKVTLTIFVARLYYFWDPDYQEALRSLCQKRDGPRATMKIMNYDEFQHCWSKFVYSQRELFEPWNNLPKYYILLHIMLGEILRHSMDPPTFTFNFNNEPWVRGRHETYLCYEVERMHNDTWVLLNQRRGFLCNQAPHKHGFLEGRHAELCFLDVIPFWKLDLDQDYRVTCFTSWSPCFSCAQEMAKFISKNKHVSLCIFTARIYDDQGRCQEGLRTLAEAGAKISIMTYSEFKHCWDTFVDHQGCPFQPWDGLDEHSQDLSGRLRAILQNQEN
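Read-out is eYFP fluorescence (Ex 488/Em 500-530) from Vif-expressing HeLa A3G-eYFP cells; more signal means A3G escaped Vif-mediated degradation. Cells plated overnight, compound pinned in, incubated overnight at 37 deg C.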
Vif-APOBEC3F blk: qHTS for Inhibitors of Vif-A3F Interactions: qHTS. HeLa A3F-eYFP + Vif (tagged APOBEC3F with the HIV-1 protein that degrades it), YFP fluorescence increase. Potency, µM (highest dose often 46.1 µM), for the others: at the top dose activity, negative = active. 390,000 compounds, 0.2% hits. AID 602313, 2012; also: potency is read from the fitted curve at half-maximal effect; % of control where 0% means no effect; nearly all actives have a fitted effect of over 65% in size
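HeLa cells stably expressing Vif plus C-terminally eYFP-tagged A3F were seeded, incubated overnight at 37 deg C, dosed with compound, incubated overnight again at 37 deg C. Yellow fluorescence (Ex 488/Em 500-530) reported blocked Vif-mediated A3F-eYFP degradation.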
TrxR1 substrate: qHTS Assay for Substrates of Mammalian Selenoprotein Thioredoxin Reductase 1 (TrxR1): qHTS. purified TrxR1 substrate turnover, NADPH consumption readout. 390,000 compounds, 0.01% hits. Potency, µM (titrated, usually from 114 µM), for the others: top-dose activity change, negative = substrate turnover. Thioredoxin reductase 1, cytoplasmic (Rattus norvegicus), O89049; also: potency is read from the fitted curve at half-maximal effect; % is scaled to controls: 0 for no effect and ±100 for the full control effect; nearly all actives have a fitted effect of over 50% in size
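Rat TrxR1, dispensed at 90 nM, was prereduced with 400 uM NADPH (final) for 5 min at ~22 deg C, then incubated with compound 15 min before 400 uM selenite. A first-read NADPH fluorescence drop versus no-compound background flagged substrates.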
GRP78 ERSR act: qHTS for Inducers of the Endoplasmic Reticulum Stress Response (ERSR) in Human Glioma: qHTS. 420,000 compounds, 0.02% hits. U87-MG GRP78 promoter luciferase reporter, 16 h. Potency, µM, without a hit: at the top dose activation, actives largely listed as activators; also: potency is read from the fitted curve at half-maximal effect; series mostly up to about 76 µM; % of control where 0% means no effect; nearly all actives have a fitted effect of over 35% in size
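ERSR induction read as luciferase luminescence (Bright-Glo, 10 min at room temperature) in stably transfected human U87-MG glioma cells exposed to compounds for 16 h, using GRP78 as sensor.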
LDHA block: qHTS assay for inhibitors of human lactate dehydrogenase. L-lactate dehydrogenase A chain (Homo sapiens), P00338. purified LDHA, NADH/diaphorase-resazurin fluorescence; stronger effect = lower value. activity change, % (values are at about 110 or 230 µM). 480,000 compounds, 0.15% hits. AID 1347041, 2019; in the data active = activity change below about -30%; inconclusive = mostly about -25% to -30%;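 also: plate controls were DMSO wells for no effect and wells without enzyme for full effect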
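LDH5 2 nM; NADH 0.06 mM, pyruvate 0.2 mM; 200 mM Tris pH 7.4, EDTA, Tween-20; 5 min RT. Detection: diaphorase 0.133 mg/mL + resazurin 37 µM, fluorescence ex540/em590 at 0 and 20 min; normalized to enzyme-free and DMSO wells.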
RXFP1 ag: qHTS Assay for Agonists of the Relaxin Receptor RXFP1; Relaxin receptor 1 (Homo sapiens), Q9HBX9; HEK293T-RXFP1 cAMP TR-FRET, 30 min; response scale: percent of porcine relaxin response, buffer zero; Potency, µM (titrated, usually from 57.5 µM), without a hit: top-dose activation, usual class: activators; 370,000 compounds, 0.3% hits; AID 2676, 2010; also: potency is read from the fitted curve at half-maximal effect; % is scaled to controls: 0 for no effect and ±100 for the full control effect; nearly all actives have a fitted effect of over 60% in size; many of its hits are not listed in these tables
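Agonist response is measured as cAMP accumulation in an RXFP1-transfected HEK293T line under PDE4 inhibition. Values are scaled between buffer-only and 29 nM porcine relaxin, and EC50s come from standard Hill equation fits.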
USP1-UAF1 inh: Inhibitors of USP1/UAF1: Primary Screen; Ubiquitin carboxyl-terminal hydrolase 1 (Homo sapiens), O94782; recombinant USP1/UAF1, Ub-Rhodamine cleavage fluorescence; Potency, µM (titrated, usually from 57.1 µM), for inactives: at the highest dose activity change, negative = inhibition, most hits filed as inhibitors; 390,000 compounds, 0.23% hits; AID 743255, 2014; also: potency is read from the fitted curve at half-maximal effect; % is scaled to controls: 0 for no effect and ±100 for the full control effect; nearly all actives have a fitted effect of over 60% in size; inactives centre near -12
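High-throughput fluorogenic screen: 1nM USP1/UAF1 complex, Ub-Rho substrate 150nM final, 50mM HEPES pH 7.8 with 0.5mM EDTA, 0.1 mg/ml BSA, 1mM TCEP and 0.01% Tween-20.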
Numbers without * were called inactive; ? = inconclusive; nt = no result given; & = joins results of further samples; [ ] = dose if it differs, or a comment. Unless noted, calls follow the shape of the dose curve; as a rule, active = well fitted curve in the direction sought with a large enough effect; inconclusive = small, poorly fitted or top-dose-only effect, or another doubt; inactive = no such curve, though single readings can be large; an effect the other way counts as inactive or inconclusive.

Structure | PI4K2A block | IDH1 R132H inh | Vif-APOBEC3G blk | Vif-APOBEC3F blk | TrxR1 substrate | GRP78 ERSR act | LDHA block | RXFP1 ag | USP1-UAF1 inh
CC[C@H]1CN2CCc3cc(OC)c(OC)cc3C2C[C@@H]1C[C@H]1NCCc2cc(OC)c(OC)cc21 (some centres not stated) | 79 | 2% | -6% | 5% | -4% | -5% | 2 | 2.9% | -15%
CN1CCN(C(=O)c2cccc(-c3cccc4nccn34)c2)CC1 | 5 | nt | 1% | nt | nt | -3% | -2 | nt | nt
COc1cc(/C=N/NC(=O)c2ccc3c(c2)OCCO3)cc(Cl)c1O | 3 | -2% | -5% | 0% | -15% | -1% | -3 | 0.4% | 1%
N#CCSc1nc2sc3c(c2c(=O)n1C1CCCCC1)CCCC3 | -3 | 6% | 3% | -4% | -6% | -1% | 13 | 2.4% | ?
NC(=O)c1cc(C(=O)Cc2ccccc2)c[nH]1 | 3 | 1% | 1% | -3% | -11%[57.1 µM] | -2% | 0 | -0.7% | -5%
C=CCN(C1CCCCC1)S(=O)(=O)c1ccc2c(c1)oc(=O)n2C | 0 | 13% | 0% | 0% | -9% | 0% | -8 | 3.4% | -12%
COc1ccc(Cn2c(=O)c3oc4ccccc4c3n(Cc3cccc(F)c3)c2=O)cc1 | 0 | -11% | 7% | 1% | -5% | -4% | -17 | -2.2% | -19%
O=C(NCC(=O)N1CCN(S(=O)(=O)c2cccs2)CC1)c1ccc(Cl)cc1 | 1 | -4% | -4% | -12% | 9%[57.1 µM] | -1% | -15 | -0.4% | -6%
CSc1nsc(SC)c1NC(=O)Nc1ccccn1 | -1 | 13% | 2% | 0% | -4% | -2% | 0 | 0.2% | -4%
CCOc1ccc(NS(=O)(=O)c2ccc(C(=O)NCCN3CCOCC3)cc2)cc1 | 0 | 5% | 4% | -5% | -7% | -2% | 2 | -0.6% | -10%
O=C1CN(C(=O)CSc2nncs2)c2ccccc2N1 | 2 | -6% | -7% | -11% | 6% | -2% | -5 | 0.0% | -15%
O=C(Nc1nc2ccccc2[nH]1)c1ccccc1[N+](=O)[O-] | 3 | 3% | -11% | -10% | 6%[57.1 µM] | 1% | -4 | 0.6% | -12%
COC(CNC(=O)c1ccc2c(c1)ncn2-c1cccc(F)c1)OC | 4 | -4% | -4% | 5% | 3% | -4% | -13 | 2.6% | -18%
CCOc1ccc(CC(=O)NCCc2csc3nc(-c4ccccc4F)nn23)cc1 | -2 | -8% | -1% | -1% | -6%[57.1 µM] | -1% | 3 | -2.3% | 12%
N#C/C(=C\c1ccc(O)c(Br)c1)C(=O)NCc1ccccc1 | 0 | 1% | -33% | -23% | -2% | -2% | -3 | 0.3% | -7%

Structure | PI4K2A block | IDH1 R132H inh | Vif-APOBEC3G blk | Vif-APOBEC3F blk | TrxR1 substrate | GRP78 ERSR act | LDHA block | RXFP1 ag | USP1-UAF1 inh
O=S(=O)(c1ccccc1)N1CCN(CCOc2ccc(F)cc2)CC1 | 5 | 6% | 2% | 3% | nt | -2% | -2 | nt | -24%
CCOC(=O)C1=C(C)N=C2SC(C)C(=O)N2C1c1cccc(F)c1 (configuration not stated) | -6 | 1% | -6% | nt | 0% | -6% | 3 | 0.1% | -6%
COCCCNC(=O)Cn1cc(C(=O)c2cccs2)c2ccccc21 | -13 | 2% | 1% | 1% | -14% | 0% | -1 | 2.7% | -23%
CCN(CC)S(=O)(=O)c1ccc(-c2nnc(SCc3nnc(-c4ccc(C)cc4)o3)o2)cc1 | 7 | 0% | 2% | 0% | 3%[57.1 µM] | -2% | 0 | 0.6% | -11%
O=C(O)c1cc(/C=C/c2ccc(N3CCOCC3)c([N+](=O)[O-])c2)nc2ccccc12 | 0 | -13% | 0% | -4% | -19% | -2% | -5 | 11% | -29%
Cc1ccc(-n2ncc3c(=O)n(-c4ccc(C)c(C)c4)c(-c4ccco4)nc32)cc1 | 2 | -2% | 1% | 3% | -3% | -4% | 1 | -0.7% | ?
CCc1nnc(NC(=O)CSc2nnc3c4ccccc4n(C)c3n2)s1 | 4 | 2% | -1% | -19% | 0% | 4% | -4 | 12% | 0%
Cc1cc(C)c(S(=O)(=O)Nc2ccc(OCC(=O)O)cc2)c(C)c1 | -1 | -1% | 0% | 0% | 6% | -4% | 1 | 0.4% | -18%
Cc1ccccc1C(=O)OCC(=O)Nc1cccc(S(=O)(=O)NC2=NCCC2)c1 | 6 | -13% | 0% | 4% | -3% | -5% | -9 | nt | -14%
CC(C)N(Cc1ccccc1)C(=O)COC(=O)c1ccc2ncsc2c1 | 0 | 4% | -3% | 1% | 5% | -2% | -5 | 0.1% | -26%
Cc1ccc(-c2nnc(SCC(=O)NCc3ccccc3)o2)cc1 | -19 | 0% | -20% | -1% | -6% | -2% | -1 | 1.0% | -9%
Cc1ccc(S(=O)(=O)N2CCN(C(=O)COC(=O)c3cc(C)oc3C)CC2)cc1 | -3 | -4% | 1% | nt | -1% | -5% | -9 | 0.2% | -14%
OC(Cn1cccn1)c1ccccc1 (configuration not stated) | -12 | 19% | 0% | 3% | -9% | -2% | -3 | 0.1% | 3%
Brc1ccc2c(c1)C(c1cccs1)=NNC(c1cccnc1)=N2 | 2 | 29µM* | -1% | 15% | 2% | -5% | 4 | 0.9% | -14%
COc1cc(NC(=O)Cc2ccc(OC)c(S(=O)(=O)N3CCOCC3)c2)c(OC)cc1Cl | -1 | 0% | 0% | 1% | -4% | -4% | -4 | 1.5% | -15%

Structure | PI4K2A block | IDH1 R132H inh | Vif-APOBEC3G blk | Vif-APOBEC3F blk | TrxR1 substrate | GRP78 ERSR act | LDHA block | RXFP1 ag | USP1-UAF1 inh
COc1ccc(S(=O)(=O)N2CCN(Cc3ccco3)CC2)cc1 | 1 | -6% | -2% | -16% | 2% | -7% | -16 | 0.1% | -19%
CCOc1ccccc1NC(=O)Cn1c(=O)n(-c2cccc(C)c2)c(=O)c2c1c1cc(OC)ccc1n2C | 6 | 0% | 1% | 3% | 13% | -2% | 3 | 6.7% | ?
CCc1cccc2c(C(=O)COC(=O)c3c(C)noc3C)c[nH]c12 | -1 | 2% | 0% | 1% | -1%[57.1 µM] | 0% | 1&-1 | 0.5% | -16%
COc1ccc(N(CC(=O)NCCSc2ccccn2)S(=O)(=O)c2ccccc2)cc1OC | 1 | 10% | -3% | 3% | -6% | 3% | -2 | 5.6% | -6%
C/C(=C\CCC1(C)C2CC3C(C2)C31C)C(=O)O (configuration not stated) | 4 | -4% | -1% | 6% | 2% | -2% | -3 | -1.6% | -13%
CN(C1CCCCC1)S(=O)(=O)c1ccccc1 | 9 | 0% | 0% | -1% | 7% | -3% | -13 | 2.3% | -12%
Cc1ccc2nc(NC(=O)CSc3nccn3Cc3ccc(Cl)cc3)sc2c1 | 2 | ? | 9% | ? | 4%[57.1 µM] | -2% | -15 | -0.1% | -17%
Cc1nnc(N2CCC(C(=O)NC3CCCCC3)CC2)c2nn(-c3ccc(Cl)cc3)c(C)c12 | 6 | -15% | 0% | 5% | 7% | -2% | 0 | -0.3% | -12%
COC(=O)c1ccc(NC(=O)C2CCN(S(=O)(=O)c3ccc4c(c3)CCCN4C(C)=O)CC2)cc1 | 1 | 26% | 1% | 4% | 1%[57.1 µM] | -1% | -7 | -3.2% | 6%
Cc1ccc([N+](=O)[O-])cc1NC(=O)CCc1ccccc1 | -1 | 13% | 6% | -22% | 13% | -1% | -7 | -0.9% | -17%
O=C(NC(c1ccc(Cl)cc1)c1cnccn1)C1CCN(CCCc2ccccc2)CC1 (configuration not stated) | -4 | nt | 5% | nt | nt | 1% | -13 | nt | nt
Cc1ccc(CC(=O)Nc2cccc(S(=O)(=O)N3CCOCC3)c2)cc1 | -1 | 8% | 0% | 6% | -3% | -3% | -3 | 0.8% | -17%
O=C(Nc1nccs1)C1CC=CCC1C(=O)OCC(F)(F)C(F)F (configuration not stated) | 0 | 2% | 0% | -6% | 3% | 1% | 0 | -0.1% | -13%
O=C(CSc1nc(-c2cccs2)cc(C(F)(F)F)n1)NCc1ccco1 | -1 | 2% | -14% | 0% | 11% | -3% | -3 | 1.4% | -15%
Cc1ccc(NC(=O)C(C)Sc2nnc(C)n2C)cc1 (configuration not stated) | -6 | -1% | 2% | -1% | -3% | 12% | -3 | -2.9% | -19%
CCCC(=O)Nc1c2c(nn1-c1ccc(F)cc1)CS(=O)(=O)C2 | 5 | -8% | 1% | -7% | 2% | -10% | -9 | -2.5% | -10%
COc1cc(OC)cc(C(=O)NCC(=O)OCC(=O)Nc2ccc(C)c(S(=O)(=O)N3CCOCC3)c2)c1 | 1 | -1% | 0% | -9% | -9% | -4% | 1 | -0.7% | -4%

Some of the compounds tested, so the mix of outcomes need not match the whole.
